PV pol inh: inhibitors of poliovirus RNA polymerase binding and polymerization; poliovirus polymerase elongation, fluorescence polarization; active compounds read low; % elongation, % (compound at 16.7 µg/mL); 0.66% of 150,000 active; AID 588519; in the data active = % elongation below about 90%; also: some results filed as inactive read as strong as hits
Target sequence (P03300 1749-2209 limits assumed): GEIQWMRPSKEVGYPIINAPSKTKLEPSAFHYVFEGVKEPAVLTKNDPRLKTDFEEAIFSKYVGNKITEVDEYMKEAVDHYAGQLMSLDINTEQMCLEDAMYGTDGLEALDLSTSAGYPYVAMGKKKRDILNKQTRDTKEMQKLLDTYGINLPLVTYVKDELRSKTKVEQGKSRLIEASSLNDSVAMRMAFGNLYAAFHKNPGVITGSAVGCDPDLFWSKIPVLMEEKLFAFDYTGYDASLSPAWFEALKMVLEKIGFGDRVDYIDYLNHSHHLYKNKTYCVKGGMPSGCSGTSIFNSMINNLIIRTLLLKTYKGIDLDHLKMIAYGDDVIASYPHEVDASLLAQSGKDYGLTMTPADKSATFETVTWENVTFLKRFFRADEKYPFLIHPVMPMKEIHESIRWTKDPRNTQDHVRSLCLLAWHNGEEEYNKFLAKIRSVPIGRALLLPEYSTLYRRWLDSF
PV pol inh FP z-score: also measured in PV pol inh; calls as there; z-score; measured here: FP z-score; hits read low
An asterisk follows results filed as active; & = joins results of further samples.

# | SMILES | PV pol inh | PV pol inh FP z-score
1 | Cc1nn(Cc2ccccc2)c(C)c1C(=O)OCC(=O)c1cc(C)n(C2CC2)c1C | 101 | -0.2
2 | COCCNS(=O)(=O)c1ccc(C(=O)OC)n1C | 102 | 0.1
3 | Cn1c(SCC(=O)Nc2nc3ccccc3s2)ncc(C(=O)Nc2ccc(Cl)cc2)c1=O | 104 | -0.7
4 | O=c1[nH]c(NCCO)nc2ccccc12 | 105 | 0.9
5 | O=C(CCSCc1ccccc1Cl)N1CCN(c2cccc(Cl)c2)CC1 | 110 | 0.2
6 | CC(C)N1C/C(=C\c2ccc(N3CCOCC3)cc2)C(=O)/C(=C/c2ccc(N3CCOCC3)cc2)C1 | 102 | 0.5
7 | CC(=O)N1c2ccc(S(=O)(=O)NCC3CCC(C(=O)NCc4ccccn4)CC3)cc2CC1C (stereo unspecified) | 101 | -0.2
8 | CCOC(=O)Cn1c(=O)oc2cc(S(=O)(=O)N3c4ccccc4CC3C)ccc21 (stereo unspecified) | 99 | -1.5
9 | O=C1c2ccc3c4c(ccc(c24)C(=O)N1c1nccs1)C(=O)N(c1nccs1)C3=O | 100 | 0.3
10 | CN(C)/C=N/c1nc(-c2ccc3ccccc3c2)cs1 | 103 | 0.1
11 | CCCNC(=O)Cn1nc(C(F)(F)F)c(Br)c1C | 103 | 0.3
12 | COc1ccc(C)cc1NC(=O)N1CCN(c2nnc(C)c3c(C)n(-c4ccccc4)nc23)CC1 | 106 | 0
13 | CCc1ccccc1NC(=S)N1CCC(N(C)C(C)C)CC1 | 100 | 0
14 | CCN(CC(=O)NC1CCS(=O)(=O)C1)Cc1nc2sc3c(c2c(=O)[nH]1)CCC3 (stereo unspecified) | 125 | 3.9
15 | COc1ccccc1NC(=O)C1=C(C)Nc2c(C(=O)Nc3ccc(F)cc3)cnn2C1c1ccc(Cl)cc1 (stereo unspecified) | 101 | -0.3
16 | C=CCn1c(NCc2cn(-c3ccccc3)nc2-c2cccs2)nc2ccccc21 | 105 | 1
17 | CCS(=O)(=O)c1ncc(Cl)c(C(=O)Nc2ccc(Cl)cc2)n1 | 103 | 0.2
18 | CCOC(=O)C1(Nc2nccs2)Sc2ccccc2NC1=O (stereo unspecified) | 104 | 0.4
19 | O=C(CN(Cc1ccco1)C(=O)Cc1c(F)cccc1Cl)Nc1ccccc1Br | 105 | 0.3
20 | Nc1cc(=O)n(-c2ccccc2)[nH]1 | 103 | 0.1
21 | Cc1[nH]c2ccc(C(=O)NCCCN3CCN(c4ccccc4F)CC3)cc2c1C | 100 | -0.3
22 | COc1ccc(N2C(=O)CC(SCC(=O)O)C2=O)cc1 (stereo unspecified) | 102 | 0.2
23 | O=C(NC1CCCCC1)N1CCN(c2ccccn2)CC1 | 101 | -0.3
24 | S=C1NC(=S)NC(c2ccc(Br)cc2)N1 | 99 | -1.7
25 | COc1ccc(-c2cc3nc(C)c(CCC(=O)Nc4ccccc4C(C)=O)c(C)n3n2)c(OC)c1 | 114 | 1.8
26 | COc1ccccc1CNC(=O)CCC1N=C2c3ccccc3N=C(SCc3cccc(Cl)c3)N2C1=O (stereo unspecified) | 106 | 0.4
27 | COc1ccccc1NC(=O)C(NS(=O)(=O)c1cccc2nsnc12)c1ccccc1 (stereo unspecified) | 100 | -0.3
28 | Cc1ccc(C)c(NS(=O)(=O)c2ccccc2)c1 | 107 | 0.4
29 | COc1ccc(NC(=O)Nc2ncn(Cc3cccc(C(F)(F)F)c3)n2)cc1OC | 100 | 0
30 | CC(CC(=O)NCC1CCCO1)c1ccccc1 (stereo unspecified) | 102 | 0.3
31 | Cc1nnc(SCC(=O)N(C)C2CCS(=O)(=O)C2)n1Cc1ccccc1 (stereo unspecified) | 101 | -0.4
32 | CCSC(SCC)=C(C#N)C(=O)Nc1ccccc1 | 101 | -0.5
33 | CCNc1nc(NCC)nc(Nn2cnnc2)n1 | 100 | 0
34 | CCc1ccc(CN2CCN(C(=O)c3ccccc3)CC2)cc1 | 96 | -0.9
35 | CN(C)S(=O)(=O)c1ccc(C(=O)OCc2nc3ccccc3c(=O)[nH]2)cc1 | 102 | 0
36 | Cc1cc(OC(=O)c2cccs2)c2c3c(c(=O)oc2c1)CCC3 | 102 | 0.2

Individual results from the list:
#10 in PV pol inh FP z-score reads 0.1
#16 in PV pol inh FP z-score reads 1
#25 in PV pol inh reads 114
#34 in PV pol inh reads 96
#35 in PV pol inh FP z-score reads 0
#33 in PV pol inh reads 100

(further entries)
# | SMILES | PV pol inh | PV pol inh FP z-score
37 | COc1ccc(CCNC(=O)c2ccc3c(c2)sc2nc(-c4ccc(C)cc4)cn23)cc1OC | 106 | -0.1
38 | O=C(/C=C/c1ccc(F)cc1)N1CCN(C/C=C/c2ccccc2)CC1 | 101 | -0.2
39 | O=C(COc1ccc2c3c(c(=O)oc2c1)CCC3)Nc1ccccc1N1CCOCC1 | 101 | -0.2
40 | Cn1c(Cc2cccs2)nnc1SCC(=O)c1ccc2c(c1)OCO2 | 103 | 0.1
41 | COc1ccc(OCCCCn2c(C3CC(=O)N(c4cccc(Cl)c4)C3)nc3ccccc32)cc1 (stereo unspecified) | 108 | 0.2
42 | CC(C)Cn1c(=O)n(C)c(=O)c2[nH]cnc21 | 100&100 | 0&0.2
43 | O=C(Nc1ccc2[nH]ncc2c1)C1CCC1 | 103 | 0.4
44 | O=C(NC1CCCCC1)c1ccc2c(c1)N(Cc1ccc(Cl)cc1)C(=O)c1ccccc1S2(=O)=O | 112 | 0.9
45 | CN(C(=O)Nc1ccc(Cl)cc1)C1CC2C=CC1C2 (stereo unspecified) | 103 | -0.1
46 | O=C(O)c1oc2ccccc2c1COc1ccccc1 | 99 | -0.5
47 | COc1cccc2c1cc1c(=O)n(CC(=O)N3CCN(c4ccccc4F)CC3)nc(C)n12 | 107 | 0.2
48 | CC(=O)N[C@H](C(=O)O)C(C)C | 99 | -0.7
49 | FC(F)Oc1ccc(NC(=S)NNc2ccc(Cl)nn2)cc1 | 118 | 1.9
50 | COc1ccc(-c2nc(C)c(CCNC(=O)c3cc(OC)c(OC)c(OC)c3)s2)cc1OC | 107 | -0.1
51 | CCc1ccc(C(C2C(=O)CC(C)(C)CC2=O)C2C(=O)CC(C)(C)CC2=O)s1 | 105 | 0.1
52 | N#CCSc1nc(N)cc(N)n1 | 100 | -0.7
53 | Cc1nn(-c2ccccc2)c(-n2cccc2)c1C(=O)NCCc1ccc(Cl)cc1 | 103 | -0.6
54 | Cc1cccc(NC(=O)C(F)(F)C(F)(F)C(F)(F)F)n1 | 100 | -0.5
55 | CC1(C)O[C@H]2[C@@H](O1)[C@@H](C(=O)Nc1ccc(F)c(F)c1)O[C@@H]1OC(C)(C)O[C@@H]12 | 105 | -0.3
56 | C=C1C(C(=O)Nc2ccc(OC)cc2)C1C(=O)Nc1ccc(OC)cc1 (stereo unspecified) | 102 | -0.1
57 | CC1Cc2ccccc2N1C(=O)CN(Cc1ccco1)S(=O)(=O)/C=C/c1ccccc1 (stereo unspecified) | 98 | -0.6
58 | O=c1c2ccccc2n(Cc2ccccc2Cl)c(=O)n1CCc1ccccc1 | 107 | 0.2
59 | Cc1ccc(C)c(NC(=O)CN2C(=O)c3cccc4cccc2c34)c1 | 100 | -0.7
60 | N#Cc1ccc(OCc2ccc(C(F)(F)F)cc2)c(Cl)c1 | 108 | 0.9
61 | CCOc1ccc(-n2c(C)nc3cc(C(=O)NC4CCCC4)ccc32)cc1 | 105 | 0.2
62 | CCOC(=O)N1CCN(C(=O)CN(c2ccc(Cl)c(C(F)(F)F)c2)S(C)(=O)=O)CC1 | 102 | 0.6
63 | CCOc1ccc(-c2cn(-c3ccc(OC)cc3)c(SCC(=O)Nc3ccccc3Cl)n2)cc1 | 108 | 0.2
64 | O=C(Nc1ccccn1)c1cccc(N2C(=O)CCC2=O)c1 | 100 | -0.2
65 | CCOC(=O)c1cc(C#N)c(N2CCNCC2)nc1C(F)(F)F | 101 | -0.2
66 | CC(C)(C)c1ccc(-c2nc(SCC(=O)Nc3ccccc3F)n3[nH]c(=O)cc3n2)cc1 | 106 | -0.1
67 | Cc1c(-c2cccc(Cl)c2)nc2ccccc2c1C(=O)N1CC(C)OC(C)C1 (stereo unspecified) | 98 | -2
68 | O=C(c1ccc(Cl)cc1)N(CCS(=O)(=O)c1ccc(Cl)cc1)Cc1cccs1 | 103 | -0.6
69 | COc1ccccc1CCNC(=O)CSc1ccc(-c2ccco2)nn1 | 99 | -0.7
70 | Nc1ccc2nc(CO)[nH]c2c1 | 100 | -0.7
71 | COc1cc(OC)c(NC2=C(c3ccc(C(F)(F)F)cc3)C(=O)c3ccccc32)cc1Cl | 99 | -1.7
72 | COC(=O)c1c(C)[nH]c(C)c1/C=C(\C#N)S(=O)(=O)c1ccc(Cl)cc1 | 106 | 0.5
73 | CC1(C)Cc2c(c(N3CCOCC3)nc3sc(C#N)c(N)c23)CO1 | 105 | 0.2
74 | O=C(OCc1cc(=O)oc2cc(O)ccc12)C1CCN(S(=O)(=O)c2ccccc2)CC1 | 104 | 0.1
75 | O=C(CCn1c(=O)c2cccn2c2cccnc21)NCc1ccccc1Br | 109 | 0.4
76 | CC(C)NC(=O)c1cn(C2CCCCC2)c(=O)c2c1c1ccccc1n2C | 100 | -1
77 | Cc1ccc(CNC(=O)CSc2c3c(nc4cc(Cl)ccc24)CCCC3)cc1 | 103 | -0.2
78 | COc1ccc(CCNC(=O)CSC2=Nc3ccccc3C3=NC(CCC(=O)NCc4ccccc4)C(=O)N23)cc1OC (stereo unspecified) | 110 | 0.8
79 | O=C(NCC1CCCO1)c1ccc(N2CCSc3ncccc32)s1 (stereo unspecified) | 100 | -0.6
80 | Cn1c(=O)c(=O)n(C)c2cc(S(=O)(=O)Nc3ccc(Cl)c(C(F)(F)F)c3)ccc21 | 105 | 0.2
81 | Cc1cc(=O)n2ncnc2n1CC(=O)N/N=C/c1ccc(Cl)cc1 | 102 | 0.1
82 | O=C(COC(=O)CSc1n[nH]c(-c2ccccc2)n1)NC1CCCCC1 | 84* | -1.8*
83 | CC12CCC(=O)N1C(C(=O)OCc1cc(=O)n3cc(Br)ccc3n1)CS2 (stereo unspecified) | 99 | -0.6
84 | O=C1CC(c2ccco2)CC2=C1C(c1ccco1)Nc1ccccc1N2 (stereo unspecified) | 102 | 0.2
85 | COC(=O)C(NC(=O)c1cc(-c2ccccc2)nc2ccccc12)C(C)C (stereo unspecified) | 106 | 0.6
86 | CC(c1n[nH]c(=S)n1Cc1ccccc1)N(C)C (stereo unspecified) | 98 | -0.2
87 | COc1ccc(N2Cc3cccc(C(=O)NCCc4cccc(C)c4)c3C2=O)cc1 | 101 | -0.4
88 | CCOC(=O)c1cc2sccc2n1CC(=O)N1CCCC1 | 102 | 0.1
89 | CCOC(=O)c1cnc(SC)nc1N | 105 | 1.2
90 | O=C(On1c(-c2ccccc2)nc2ccccc2c1=O)c1cccc(C(F)(F)F)c1 | 111 | 0.9
91 | Cc1ccc(CNC(=O)CCNS(=O)(=O)c2ccc3c(c2)CCCC(=O)N3)cc1 | 103 | -1.1
92 | CCCNC(=O)c1ccccc1NC(=O)c1ccncc1 | 102 | -0.2
93 | O=C(Nc1ccc(Oc2ccccc2)cc1)C1CC1 | 99 | -0.2
94 | COc1cccc(C(=O)NC(=O)c2oc3ccccc3c2C(N)=O)c1OC | 104 | 0.6
95 | CN(C)/C=C(\C#N)C(=O)NC1CCCCC1 | 100 | -0.2
96 | C=CCN(CC=C)C(=O)CSc1nnc2c3ccccc3n(CC)c2n1 | 104 | 0

6 entries picked at random from those above:
# | SMILES | PV pol inh | PV pol inh FP z-score
85 | COC(=O)C(NC(=O)c1cc(-c2ccccc2)nc2ccccc12)C(C)C (stereo unspecified) | 106 | 0.6
95 | CN(C)/C=C(\C#N)C(=O)NC1CCCCC1 | 100 | -0.2
96 | C=CCN(CC=C)C(=O)CSc1nnc2c3ccccc3n(CC)c2n1 | 104 | 0
86 | CC(c1n[nH]c(=S)n1Cc1ccccc1)N(C)C (stereo unspecified) | 98 | -0.2
91 | Cc1ccc(CNC(=O)CCNS(=O)(=O)c2ccc3c(c2)CCCC(=O)N3)cc1 | 103 | -1.1
87 | COc1ccc(N2Cc3cccc(C(=O)NCCc4cccc(C)c4)c3C2=O)cc1 | 101 | -0.4

Going on with the list.
# | SMILES | PV pol inh | PV pol inh FP z-score
97 | COc1ccc(S(=O)(=O)N2CCC(c3ccncc3)CC2)cc1OC | 104 | -0.6
98 | CC(C)(C)C(=O)C1C2C3COC(O3)C(=O)C2C2C=Cc3ccccc3N21 (stereo unspecified) | 68 | -6
99 | Cc1ccc(C(=O)Nc2cc3cc(Cl)ccc3oc2=O)cc1 | 106 | 0.5
100 | CSc1nc(/N=C/N(C)C)n2nc(C)cc2n1 | 102 | 0.1
101 | O=c1cc(CN2CCc3ccccc32)occ1OCc1ccc(Cl)cc1 | 105 | 1
102 | CC(C)COc1ccc(C(=O)N2CCC(c3nc4ccccc4s3)CC2)cc1 | 106 | 0
103 | CCOC(=O)c1c(NC(=O)c2cc(-c3ccc(Cl)cc3)on2)sc(C)c1C | 106 | 0.4
104 | COC(=O)C1CCN(S(=O)(=O)c2ccc(OC)cc2)CC1 | 100 | -0.4
105 | COc1ccc(N(C)S(=O)(=O)c2ccc3c(c2)oc(=O)n3C)cc1 | 103 | 0.5
106 | CCCn1c(=O)n(C)c(=O)c2c(SCC(=O)O)nc(CC(C)C)nc21 | 104 | 0.3
107 | O=C(Nc1ccc(S(=O)(=O)N2CCCCC2)cc1)C1CCCCC1 | 101 | -0.5
108 | O=C(Nc1cccc(OCc2cc(=O)n3ccccc3n2)c1)c1ccccc1Br | 98 | -1.7
109 | NCCOc1ccccc1 | 102 | 0
110 | Cc1ccc(C2C3CCCC=C3C(C#N)C(N)C2(C#N)C#N)s1 (stereo unspecified) | 114 | 1.1
111 | CCOC(=O)C1CCN(C(=O)CSc2ccc3ccccc3c2)CC1 | 99 | -1.5
112 | COc1ccc(CN2C(=O)C3(OCCCO3)c3ccccc32)cc1 | 103 | 0.4
113 | O=C(C1=NN(c2ccccc2)C(=O)CC1)N1CCN(Cc2ccc3c(c2)OCO3)CC1 | 102 | 0.2
114 | COC(=O)Nc1nc2ccc(-c3n[nH]c(=O)c4ccccc34)cc2[nH]1 | 98 | -1
115 | CC(=O)NCCC(=O)Nc1nc(SCc2ccc(Cl)cc2)n[nH]1 | 106 | 0.5

Screens: PubChem BioAssay, ICCB-Longwood Screening Facility, Harvard Medical School

Only part of the results is shown; rates above refer to the full screens.
